CHT block: human CHT choline transport inhibition; B-score at 10 µM; CHT-expressing cells, membrane potential dye, choline response; stronger effect = lower value; AID 488975; 0.86% of 310,000 active; Q9GZV3;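 active = B-score over 3 SD under the library average, and starting fluorescence ratio not unusually high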;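 note: choline stimulus applied at its EC90 after an EC20 pre-addition; B-score computed on integrated fluorescence ratio after choline addition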
Target sequence (Q9GZV3 whole entry, looked up): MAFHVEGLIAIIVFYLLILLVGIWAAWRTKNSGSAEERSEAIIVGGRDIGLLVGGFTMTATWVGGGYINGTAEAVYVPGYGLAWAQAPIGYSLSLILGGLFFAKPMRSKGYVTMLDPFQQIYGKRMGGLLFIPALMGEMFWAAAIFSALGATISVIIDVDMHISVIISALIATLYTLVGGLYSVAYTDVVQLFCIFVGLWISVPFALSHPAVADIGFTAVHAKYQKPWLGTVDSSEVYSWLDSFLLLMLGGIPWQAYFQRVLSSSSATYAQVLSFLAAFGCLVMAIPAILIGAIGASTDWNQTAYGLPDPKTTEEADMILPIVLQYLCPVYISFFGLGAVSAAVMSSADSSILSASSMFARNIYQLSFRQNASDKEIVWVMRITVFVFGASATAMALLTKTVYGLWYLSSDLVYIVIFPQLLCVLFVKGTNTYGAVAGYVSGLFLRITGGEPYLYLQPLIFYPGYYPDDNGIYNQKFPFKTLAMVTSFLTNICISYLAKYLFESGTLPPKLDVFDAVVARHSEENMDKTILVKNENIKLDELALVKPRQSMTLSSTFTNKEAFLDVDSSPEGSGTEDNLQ
CHT PAM: human CHT allosteric activation; Q9GZV3; 0.49% of 310,000 active; AID 488977; B-score at 10 µM; CHT-expressing cells, membrane potential dye, choline EC20; stronger effect = higher value; LV-AA mutant CHT in HEK293 cells;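 active = initial fluorescence not abnormally high and integrated response B-score, plate-corrected, over 3 SD above library mean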
An asterisk follows results filed as active.

Preview:
`Cc1ccc(C(=O)Nc2cccc(C(F)(F)F)c2)cc1NC(=O)c1csc(-c2ccncc2)n1` gave CHT block -8* and CHT PAM inactive.
Screening CC(C)CCNC(=O)C1CCN(S(=O)(=O)c2ccc3c(c2)CC(C)N3C(=O)C2CCC2)CC1 (stereo not given) returned CHT block inactive and CHT PAM inactive.
`Cc1cc(SCC(=O)OCC(=O)N(C)C2CCS(=O)(=O)C2)c(C)cc1Br` (stereo not given) gave CHT block inactive and CHT PAM inactive.
Screening CCOC(=S)N/C(=N\S(=O)(=O)c1ccccc1)c1ccccc1 returned CHT block inactive and CHT PAM inactive.
Screening CCOC(=O)c1ccc(N2C(=O)C(O)=C(C(C)=O)C2c2ccccc2)cc1 (stereo not given) returned CHT block inactive and CHT PAM inactive.

Main list, repeating the preview:
`Cc1ccc(C(=O)Nc2cccc(C(F)(F)F)c2)cc1NC(=O)c1csc(-c2ccncc2)n1` gave CHT block -8* and CHT PAM inactive.
Screening CC(C)CCNC(=O)C1CCN(S(=O)(=O)c2ccc3c(c2)CC(C)N3C(=O)C2CCC2)CC1 (stereo not given) returned CHT block inactive and CHT PAM inactive.
`Cc1cc(SCC(=O)OCC(=O)N(C)C2CCS(=O)(=O)C2)c(C)cc1Br` (stereo not given) gave CHT block inactive and CHT PAM inactive.
Screening CCOC(=S)N/C(=N\S(=O)(=O)c1ccccc1)c1ccccc1 returned CHT block inactive and CHT PAM inactive.
Screening CCOC(=O)c1ccc(N2C(=O)C(O)=C(C(C)=O)C2c2ccccc2)cc1 (stereo not given) returned CHT block inactive and CHT PAM inactive.
Screening COc1cc(-c2c(C#N)c(N)nc3c2CCCC3)ccc1O returned CHT block inactive and CHT PAM inactive.
CCNC(=O)c1sc(=S)n(CC)c1N was read as CHT block inactive and CHT PAM inactive.
Screening O=C(NCCc1ccc(Cl)cc1)Nc1ccc(Cl)cc1 returned CHT block inactive and CHT PAM inactive.
For Cc1cccc(N=C2NN=C(c3ccc4c(c3)OCCO4)CS2)c1 the results were CHT block inactive and CHT PAM inactive.
Screening O=C(Nc1ccccc1Br)c1cccc2ccccc12 returned CHT block inactive and CHT PAM inactive.
Screening CC(=O)Nc1ccc(S(=O)(=O)Nc2nc3ccc(C)cc3s2)cc1 returned CHT block inactive and CHT PAM inactive.
CCCCNC(=O)OC(C)CNC(=O)Oc1cccc(C)c1 (stereo not given) was read as CHT block inactive and CHT PAM inactive.
Screening CC/C(=C/c1sc2ccc(C)cc2[n+]1CCCS(=O)(=O)[O-])SC returned CHT block inactive and CHT PAM 6.8*.
`COc1ccc(S(=O)(=O)Nc2cccc(F)c2)cc1C` gave CHT block inactive and CHT PAM inactive.
Screening c1ccc2c(c1)ncn2CCCCOc1ccc2c(c1)CCC2 returned CHT block inactive and CHT PAM inactive.
COc1ccc(NC(=O)c2sc(N)nc2-c2ccccc2)cc1 was read as CHT block -8.6* and CHT PAM inactive.
For CC1Cc2ccccc2N1C(=O)COC(=O)Cc1ccc(F)cc1 (stereo not given) the results were CHT block inactive and CHT PAM inactive.
CCN(CC)S(=O)(=O)c1ccc(Cl)c(NC(=O)COc2ccc(OC)cc2[N+](=O)[O-])c1 was read as CHT block inactive and CHT PAM inactive.
For COCCOC(=O)c1sc(=S)n(CCOC)c1N the results were CHT block inactive and CHT PAM inactive.
`COc1cccc(C2CC(c3ccccc3Cl)n3nc(N)nc3N2)c1` (stereo not given) gave CHT block inactive and CHT PAM inactive.
`O=S(=O)(c1ccc(C2CCCCC2)cc1)N1CCOCC1` gave CHT block inactive and CHT PAM inactive.
Screening CC(=O)N/N=C(\C)CCc1ccccc1 returned CHT block inactive and CHT PAM inactive.
Cc1cccc(C)c1N1C(=O)CCC(C)(C)C1=O was read as CHT block inactive and CHT PAM inactive.
COc1ccc2oc(=O)c(-c3nc4ccccc4o3)cc2c1 was read as CHT block inactive and CHT PAM inactive.
Screening CCC(c1c(C)[nH]oc1=O)c1c(C)[nH]oc1=O returned CHT block inactive and CHT PAM inactive.
Screening COc1ccc(C(CC(=O)O)NC(=O)Cc2ccccc2)cc1OC (stereo not given) returned CHT block inactive and CHT PAM inactive.
`CSc1nc2ccc(NS(=O)(=O)c3c(Cl)cccc3Cl)cc2s1` gave CHT block inactive and CHT PAM inactive.
Screening CCCCCCCC1CC(CSc2ncn[nH]2)OC1=O (stereo not given) returned CHT block inactive and CHT PAM inactive.
For O=C(NCC1CCCO1)c1ccc2c(=O)n(Cc3ccc(Cl)cc3)c(=S)[nH]c2c1 (stereo not given) the results were CHT block inactive and CHT PAM inactive.
Screening COc1ccc(C(=O)NNC(=O)CN2CCC(n3nnc4cc(C)ccc43)CC2)cc1 returned CHT block inactive and CHT PAM inactive.
For COC(=O)c1cc2ccsc2n1CC(=O)NCC1CCCO1 (stereo not given) the results were CHT block inactive and CHT PAM inactive.
CCCN1Cc2cccc(C(=O)NC3CCCC3)c2C1=O was read as CHT block inactive and CHT PAM inactive.
COc1ccc(N(C(=O)c2snc(C(N)=O)c2N)C(C(=O)NCc2ccc(F)cc2)c2ccc(C)o2)c(OC)c1 (stereo not given) was read as CHT block inactive and CHT PAM inactive.
CC(=O)Nc1ccc(/C=N/N2CCCCC2)cc1 was read as CHT block inactive and CHT PAM inactive.
`C/C(=N\N)c1c(-c2ccccc2)c2cc(C)ccc2[nH]c1=O` gave CHT block inactive and CHT PAM inactive.
Cc1ccc(C(=O)NC2CCCCCCC2)c(Cl)c1 was read as CHT block inactive and CHT PAM inactive.
`CCOC(=O)C1CCCN(c2nnnn2-c2ccccc2)C1` (stereo not given) gave CHT block inactive and CHT PAM inactive.
Screening COc1cc(C(=O)NCc2ccc(F)cc2)cc(Cl)c1OC returned CHT block inactive and CHT PAM inactive.
Screening O=C(Nc1ccc(N2CCOCC2)cc1)c1ccc(S(=O)(=O)N2CCCCC2)cc1 returned CHT block inactive and CHT PAM inactive.
CCOC(=O)C1CCCN(C(=O)C2c3ccccc3Oc3ccccc32)C1 (stereo not given) was read as CHT block inactive and CHT PAM inactive.
Screening CCOc1ccccc1NC(=O)CN1CCN(Cc2ccccc2)CC1 returned CHT block inactive and CHT PAM inactive.
CCCn1c(SCC(=O)c2cc(C)ccc2C)n[nH]c1=O was read as CHT block inactive and CHT PAM inactive.
CC(C)C(c1nnnn1Cc1ccc(F)cc1)N1CCN(c2ccc(O)cc2)CC1 (stereo not given) was read as CHT block inactive and CHT PAM inactive.
Screening COc1ccccc1OCC(=O)NC1CC(C)(C)NC(C)(C)C1 returned CHT block inactive and CHT PAM inactive.
For COc1cc(/C=N/NC(=O)c2ccoc2C)ccc1O the results were CHT block inactive and CHT PAM inactive.
COc1ccc(C(=O)COc2ccc3ccc(=O)oc3c2)c(OC)c1 was read as CHT block inactive and CHT PAM inactive.
Screening CCn1c(COC(=O)CNC(=O)c2ccccc2)nc2cc(S(=O)(=O)N(C)C)ccc21 returned CHT block inactive and CHT PAM inactive.
CCOC(=O)C1(Cc2cccc(OC)c2)CCN(Cc2ccccc2OC)CC1 was read as CHT block inactive and CHT PAM inactive.
O=C(O)COc1ccc(/C=N/NC(=O)C2CCCN2S(=O)(=O)c2ccc(Cl)cc2)cc1 (stereo not given) was read as CHT block inactive and CHT PAM inactive.
Screening CCOC(=O)NC(=O)CSc1nc2ccc([N+](=O)[O-])cc2[nH]1 returned CHT block inactive and CHT PAM inactive.

Six records picked at random from those above, as already listed:
CC(C)C(c1nnnn1Cc1ccc(F)cc1)N1CCN(c2ccc(O)cc2)CC1 (stereo not given) was read as CHT block inactive and CHT PAM inactive.
Screening CCOc1ccccc1NC(=O)CN1CCN(Cc2ccccc2)CC1 returned CHT block inactive and CHT PAM inactive.
Screening CCOC(=O)NC(=O)CSc1nc2ccc([N+](=O)[O-])cc2[nH]1 returned CHT block inactive and CHT PAM inactive.
COc1ccc(C(=O)COc2ccc3ccc(=O)oc3c2)c(OC)c1 was read as CHT block inactive and CHT PAM inactive.
CCOC(=O)C1(Cc2cccc(OC)c2)CCN(Cc2ccccc2OC)CC1 was read as CHT block inactive and CHT PAM inactive.
CCCn1c(SCC(=O)c2cc(C)ccc2C)n[nH]c1=O was read as CHT block inactive and CHT PAM inactive.

Remaining list, next part:
Screening CCN(CC)S(=O)(=O)c1ccc(NC(=O)c2c(-c3ccccc3)noc2C)cc1 returned CHT block inactive and CHT PAM inactive.
Screening Cc1ccc(C)c(C(=O)CCC(=O)N2CCN(c3ncccn3)CC2)c1 returned CHT block inactive and CHT PAM inactive.
`O=C1c2ccccc2C(=O)N1CCc1nc(-c2ccc(Cl)cc2)no1` gave CHT block inactive and CHT PAM inactive.
Screening CC1=CC(c2ccc(Cl)cc2)n2ncnc2N1 (stereo not given) returned CHT block inactive and CHT PAM inactive.
For Cc1cc[n+](-c2[nH]c(=O)sc2/C=N/NC(=O)c2ccccc2[O-])cc1C the results were CHT block inactive and CHT PAM inactive.
For COc1ccc(C(=O)N[C@H]2CCCCNC2=O)cc1OC1CCN(C(C)C)CC1 the results were CHT block -9.2* and CHT PAM inactive.
`CCO[C@H]1OC(C(=O)NCc2ccccc2)=C[C@@H](c2cn(C(C)=O)c3ccccc23)[C@@H]1CCCO` gave CHT block inactive and CHT PAM inactive.
For O=[N+]([O-])c1nn(-c2ccccc2)n(O)c1=NCCc1ccccc1 the results were CHT block inactive and CHT PAM inactive.
O=C1CC(C(=O)NCCc2ccccc2)SC(=Nc2ccccc2)N1 (stereo not given) was read as CHT block inactive and CHT PAM inactive.
`Cc1cc(C(=O)COC(=O)C2=NNC(=O)CC2)c(C)n1-c1cccc(C(F)(F)F)c1` gave CHT block inactive and CHT PAM inactive.
For COc1ccc(OC)c(S(=O)(=O)NCc2nc3nc(C)cc(C)n3n2)c1 the results were CHT block inactive and CHT PAM inactive.
Nc1nc(SCC(=O)NC2CCCc3ccccc32)n[nH]1 (stereo not given) was read as CHT block inactive and CHT PAM inactive.
Screening CCCCS(=O)(=O)N1CCC(C(=O)Oc2ccc(Cl)cc2)CC1 returned CHT block inactive and CHT PAM inactive.
For COc1cc(Cl)cc2c1Sc1ccccc1/C2=C/CCN(C)C the results were CHT block inactive and CHT PAM inactive.
`CN1CCN(c2nc3c(c(=O)[nH]c(=O)n3C)n2CCCSc2nnnn2-c2ccccc2)CC1` gave CHT block inactive and CHT PAM 6.6*.
COC(=O)Cn1cccc1C(=O)c1ccccc1 was read as CHT block inactive and CHT PAM inactive.
C/C(=N\Nc1ccc2nncn2n1)c1ccco1 was read as CHT block inactive and CHT PAM inactive.
`COc1ccc2nc(/C=N/NC(=O)CCCCCNC(=O)OC(C)(C)C)ccc2c1` gave CHT block inactive and CHT PAM inactive.
For Cc1cc2nc3c(nc2cc1C)C(O)=C3O the results were CHT block inactive and CHT PAM inactive.
O=C1C(=O)N(CCCN2CCOCC2)C(c2ccc([N+](=O)[O-])cc2)/C1=C(/O)c1ccc2c(c1)OCO2 (stereo not given) was read as CHT block inactive and CHT PAM inactive.
Screening COc1ccc(CNC(=O)C(NC(C)=O)C(=O)Nc2ccc(C(C)C)cc2)cc1 (stereo not given) returned CHT block inactive and CHT PAM inactive.
For C/C(=N/NC(=O)Cc1c(C)[nH][nH]c1=O)c1ccc(O)cc1 the results were CHT block inactive and CHT PAM inactive.
`Cc1ccc(Cl)cc1N(CC(=O)N1CCCCCC1)S(C)(=O)=O` gave CHT block inactive and CHT PAM inactive.
Screening O=C(c1ccccc1)N1CCN(C(=O)N2CCOCC2)CC1 returned CHT block inactive and CHT PAM inactive.
Screening CNC(=O)CCn1nc(-c2ccc(C)cc2)c2ccccc2c1=O returned CHT block inactive and CHT PAM inactive.
`CC1CCc2sc(C(=O)NNC(=S)NCC3CCCO3)cc2C1` (stereo not given) gave CHT block inactive and CHT PAM inactive.
For CSc1ccccc1OCc1cc(C(=O)NC(C)Cc2cccc(C)n2)no1 (stereo not given) the results were CHT block inactive and CHT PAM inactive.
For O=C(COC(=O)c1ccc(Cl)nc1)NC(=O)c1ccccc1 the results were CHT block inactive and CHT PAM inactive.
For COc1ccccc1OCCOCCn1cnc2ccccc2c1=O the results were CHT block inactive and CHT PAM inactive.
`COCC1CCN(C(=O)c2ccc(OC3CCN(Cc4ccccn4)CC3)cc2)C1` (stereo not given) gave CHT block inactive and CHT PAM inactive.

Sorted by heavy-atom count (largest number first): some entries from above
`COCC1CCN(C(=O)c2ccc(OC3CCN(Cc4ccccn4)CC3)cc2)C1` (stereo not given) gave CHT block inactive and CHT PAM inactive.
Screening COc1ccc(CNC(=O)C(NC(C)=O)C(=O)Nc2ccc(C(C)C)cc2)cc1 (stereo not given) returned CHT block inactive and CHT PAM inactive.
For O=C(COC(=O)c1ccc(Cl)nc1)NC(=O)c1ccccc1 the results were CHT block inactive and CHT PAM inactive.

The list goes on:
Screening COc1ccccc1C(=O)NC(CCSC)C(=O)NCc1ccccn1 (stereo not given) returned CHT block inactive and CHT PAM inactive.
Cc1c(CC(=O)NCC(=O)O)c(=O)oc2cc3oc4c(c3cc12)CCCC4 was read as CHT block inactive and CHT PAM inactive.
For COC(=O)c1ccc(C2C(C#N)=C(C)NC3=C2C(=O)CC(C)(C)C3)cc1 (stereo not given) the results were CHT block inactive and CHT PAM inactive.
O=C(Cc1ccc(Br)cc1)NCCc1ccccc1 was read as CHT block inactive and CHT PAM inactive.
`Cc1snc2sc(C(=O)c3ccc(F)cc3)c(N)c12` gave CHT block inactive and CHT PAM inactive.
`CC(C)C(=O)Nc1cccc(NC(=S)NC(=O)c2ccc3c(c2)OCO3)c1` gave CHT block inactive and CHT PAM inactive.
`COc1ccc(CNC(=O)C2CC(c3ccccc3C(F)(F)F)=NO2)cc1` (stereo not given) gave CHT block inactive and CHT PAM inactive.
Screening O=C(CC1C(=O)NCCN1CC1CCCCC1)NCCCN1CCOCC1 (stereo not given) returned CHT block inactive and CHT PAM inactive.
CC(C)(C)c1[nH]nc2c1C(c1cccnc1)C(C#N)=C(N)O2 (stereo not given) was read as CHT block inactive and CHT PAM inactive.
COc1ccc(CCn2c(=N)c(S(=O)(=O)c3ccccc3)cc3c(=O)n4ccccc4nc32)cc1 was read as CHT block inactive and CHT PAM inactive.
For CC(=O)N=C1SC2CS(=O)(=O)CC2N1c1ccccc1Cl (stereo not given) the results were CHT block inactive and CHT PAM inactive.
For CCOc1ccc(CCNC(=O)c2cnc(C)cn2)cc1OCC the results were CHT block inactive and CHT PAM inactive.
